IMPase inh – IMPase inhibition in cells | CHO-M1 cells, IP1 accumulation, HTRF TR-FRET ratio | inhibition (IP1 accumulation), % at 46.1 µM | 120,000 tested, under 10 active | AID 901; active means well fitted curve in the direction sought with a large enough effect in the signal ratio, not every such curve was filed as active; inconclusive means small, poorly fitted or top-dose-only effect, or a change in a side signal; inactive means no such curve, though single readings can be large or run the other way; the % refers to the signal ratio;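 further: cells stimulated with carbachol in lithium chloride buffer; plate controls were DMSO basal wells for no effect and reference inhibitor wells for full effect; higher means more IMPase inhibition seen as more IP1 and lower FRET ratio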
Target sequence (P97697 whole entry, looked up): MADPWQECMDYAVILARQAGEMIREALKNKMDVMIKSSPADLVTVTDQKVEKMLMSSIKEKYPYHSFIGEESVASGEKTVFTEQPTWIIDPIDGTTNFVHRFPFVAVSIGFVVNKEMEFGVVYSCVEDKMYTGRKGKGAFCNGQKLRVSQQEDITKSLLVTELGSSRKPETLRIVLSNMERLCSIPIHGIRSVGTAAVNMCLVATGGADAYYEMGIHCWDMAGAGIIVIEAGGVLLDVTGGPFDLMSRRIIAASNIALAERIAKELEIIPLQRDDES
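CHO-M1, 2000 cells/well, cultured 16–30 h; cpd up to 46 uM; carbachol (50 uM solution, stimulation buffer w/ 50 mM LiCl, pH 7.4), 30 min 37C; IP-One TR-FRET, 10 min RT; Ex 320/Em 665, 620; Hill-fit AC50.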
ALOX12 inhib – inhibitors of human 12-lipoxygenase (ALOX12); P18054; purified 12-hLO, xylenol orange hydroperoxide absorbance; Potency, µM (titrated, usually from 57.1 µM), for inactives: top-dose activity change, negative = inhibition, most hits filed as inhibitors; 150,000 compounds, 0.12% hits; further: potency means the concentration at half of the fitted maximal effect; nearly all actives have a fitted effect of over 55% in size; many of its hits are not listed in these tables
Target sequence (P18054 whole entry, looked up): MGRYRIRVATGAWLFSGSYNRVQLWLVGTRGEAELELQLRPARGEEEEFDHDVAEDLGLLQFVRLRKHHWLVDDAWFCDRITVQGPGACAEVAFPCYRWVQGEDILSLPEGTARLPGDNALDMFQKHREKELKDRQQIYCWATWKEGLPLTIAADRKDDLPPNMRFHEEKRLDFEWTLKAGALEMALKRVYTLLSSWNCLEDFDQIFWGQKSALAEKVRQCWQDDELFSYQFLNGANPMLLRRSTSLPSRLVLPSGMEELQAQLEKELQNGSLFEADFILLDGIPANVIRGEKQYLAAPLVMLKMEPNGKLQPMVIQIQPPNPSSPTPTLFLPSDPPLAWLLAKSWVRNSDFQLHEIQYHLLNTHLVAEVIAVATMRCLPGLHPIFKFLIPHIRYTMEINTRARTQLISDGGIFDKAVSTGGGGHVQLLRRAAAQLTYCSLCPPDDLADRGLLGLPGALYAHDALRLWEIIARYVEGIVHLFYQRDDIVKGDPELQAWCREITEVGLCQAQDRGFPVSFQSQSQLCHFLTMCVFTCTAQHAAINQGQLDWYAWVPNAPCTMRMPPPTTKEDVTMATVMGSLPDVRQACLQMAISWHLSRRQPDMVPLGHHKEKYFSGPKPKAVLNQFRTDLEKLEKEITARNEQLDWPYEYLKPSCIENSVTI
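Hydroperoxide output read as Fe(III)-xylenol orange absorbance, 573-to-405 nm ratio, after 30 min reaction with 40 uM arachidonic acid. Enzyme: 150 nM purified human 12hLO, 15 min compound preincubation; 25 mM Hepes pH 7.0, room temperature.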
15-hLO-2 inh – blocks human 15-lipoxygenase 2 activity; purified 15hLO-2, xylenol orange hydroperoxide absorbance; O15296; Potency, µM (titrated, usually from 57.1 µM), inactives show at the top dose activity change, negative = inhibition, usual class: inhibitors; AID 881; 110,000 compounds, 0.56% hits; further: potency means the concentration at half of the fitted maximal effect; nearly all actives have a fitted effect of over 60% in size; many of its hits are not listed in these tables
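Purified human 15hLO-2 (50 nM) preincubated 15 min with compound, then 45 uM arachidonic acid for 90 min at RT in 25 mM Hepes pH 7.5, 0.01% Triton X-100. Hydroperoxide detected by Fe-xylenol orange; 573/405 nm absorbance ratio.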
PNC inhibitor – inhibitors of perinucleolar compartment assembly; PC3M PTB-GFP, PNC prevalence imaging, 16 h; active compounds read low; activity change (PNC), negative = inhibition, % at 10 µM; 140,000 compounds, 3.1% hits; AID 2417;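 active means readout at or below -70, meaning at least 70% loss of cells showing the perinucleolar compartment, a nuclear body marking cancer cells; inconclusive means readout between -30 and a set limit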;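 further: plate controls were DMSO wells for no effect and camptothecin positive control wells for full effect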
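Compounds are pinned in duplicate onto adhered PC3M cells stably expressing GFP-tagged PTB and incubated 16 h at 37 C. Cells are then fixed, nuclei stained with Hoechst, and PNC-positive cells counted.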
Active calls of the source: *; ? = inconclusive; nt = not tested or not shown; [ ] = remark or other dose. Unless noted, the call rests on the fitted dose curve; in most records, active means well fitted curve in the direction sought with a large enough effect; inconclusive means small, poorly fitted or top-dose-only effect, or another doubt; inactive means no such curve, though single readings can be large; an effect the other way counts as inactive or inconclusive. Unless noted, on the % scale 0 is the no-effect control and ±100 the full control effect.

Second line of a record – IMPase inh, ALOX12 inhib, 15-hLO-2 inh, PNC inhibitor
- CN(C(=O)COc1ccccc1C(=O)NCCOc1ccccc1)c1ccccc1
  nt, 0%, nt, 22
- O=C(Cc1ccc(S(=O)(=O)N2CCOCC2)s1)NCCC(c1ccccc1)c1ccccc1
  2, -5%, -1%, 44
- COc1ccc(OCCSc2nnc(Cc3cccc4ccccc34)n2N)cc1
  nt, -2%, nt, ?
- CC(=O)c1ccc(N2CCN(C(=O)c3cc4c(-c5ccccc5F)nn(C)c4s3)CC2)cc1
  1, -2%, -11%, -17
- NS(=O)(=O)c1ccc(CCNC(=O)c2cc(-c3ccccc3)nc3ccccc23)cc1
  nt, -3%, nt, 11
- O=S(=O)(N1CCCCC1)N1CCN(c2ccc(F)cc2)CC1
  -6, 3%, 0%, -15
- CCCOc1cccc(NC(=O)c2cc(C)oc2C)c1
  4, -6%, 6%, 3
- N=C1/C(=C\c2ccc(-c3cc(Cl)cc(Cl)c3)o2)C(=O)N=C2SC=C(c3ccccc3)N12
  -4, 0%, nt, 15
- Cc1cc2ccccc2cc1CN1CCOCC1
  4, 0%, 4%, 6
- COc1ccc(/C=C/C(=O)Nc2nonc2NC(C)=O)cc1
  3, 2%, nt, ?
- O=C1CCCN1CC(O)CS(=O)(=O)c1ccccc1 (stereo unspecified)
  5, 3%, -5%, -26
- CN(Cc1ccccc1)c1nc(-c2ccc([N+](=O)[O-])cc2)nc2ccccc12
  -1, 2%, 8%, -98*
- CCC(C)NC(=O)c1ccc2c(SCC(=O)O)c3c(nc2c1)CCCC3 (stereo unspecified)
  nt, 2%, nt, 12
- CCOc1cc(C(c2c(C)[nH][nH]c2=O)c2c(C)[nH][nH]c2=O)ccc1O
  7, -1%, nt, 20
- O=C(c1ccco1)N1CCN(Cc2nc3ccc([N+](=O)[O-])cc3c(=O)n2-c2ccccc2F)CC1
  -5, 2%, 1%, -4
- Cc1ccc(N(C(=O)C2CCC(=O)N2)C2(C(=O)NC3CCCC3)CCCCC2)cc1 (stereo unspecified)
  2, 0%, -5%, -14
- O=C(c1ccc2c(c1)OCO2)N1CCCC(c2ccccc2)C1 (stereo unspecified)
  19, -11%, -11%, -7
- O=C(O)CCCn1nc(-c2ccccc2)c2ccccc21
  -14, -2%, -2%, 12
- CC12CC3(C)CC(C)(C1)CC(C(=O)NC(=S)NC(C)(C)C)(C2)C3
  nt, -1%, nt, ?
- CC(=O)NCC(=O)OCC(=O)Nc1ccc(C(C)=O)cc1
  -5, 3%, -11%, 19
- Cc1cc(C(=O)OCC(=O)c2cccc([N+](=O)[O-])c2)c2cccc(C)c2n1
  -1, 13%, -8%, 101
- Cc1sc2cc3c(c(C(=O)c4ccccc4)[n+]2c1C)-c1cccc2cccc-3c12
  nt, 4%, nt, 16
- Cc1nc2ccccc2nc1-c1ccc(N=[N+]([O-])c2ccc(-c3nc4ccccc4nc3C)cc2)cc1
  nt, 3%[11.4 µM], -3%[11.4 µM], nt
- CC(C)C(O)(C#CCN1CCCC1)c1ccccc1 (stereo unspecified)
  -2, -7%, 11%, 24
- O=C(Nc1ccccc1OC(F)F)c1oc2ccccc2c1COc1ccccc1
  10, -1%, nt, -27
- COc1cccc(-n2c(SCC(=O)Nc3cc(C)on3)nc3c([nH]c4ccccc43)c2=O)c1
  10, -23%, nt, -23
- CC(C)CCNC(=O)/C=C/c1ccc(Br)cc1
  nt, -2%, nt, 38
- N#Cc1c(NC(=O)CSc2nc(-c3ccccc3)cc(C(F)(F)F)n2)sc2c1CCC2
  nt, -1%, nt, 38
- CCC(NS(=O)(=O)c1ccc(C)cc1)C(=O)N1CCC2(O)CCCCC2C1 (stereo unspecified)
  -4, -6%, 1%, ?
- Cc1ccc(NC(=O)c2cc(NC(=O)C3CC=CCC3C(=O)O)ccc2N2CCOCC2)cc1 (stereo unspecified)
  6, -3%, -3%, ?
- CC(CN1CCOCC1)C(=O)c1ccccc1 (stereo unspecified)
  -5, 4%, 1%, 58
- COCCn1c(C)cc(C(=O)COC(=O)CNC(=O)c2ccccc2)c1C
  nt, -1%, nt, 16
- COC(=O)c1sc(S(=O)(=O)Nc2ccc(C)cc2)c(C(=O)OC)c1C
  nt, -3%, nt, -14
- COCC(C)n1c(C)cc(C(=O)CSc2nc3ccccc3c(=O)[nH]2)c1C (stereo unspecified)
  11, -7%, -7%, 36
- O=C(c1ccco1)n1nc(NCc2ccccc2)nc1NCc1ccccc1
  -6, -1%, 11%, -1
- COc1ccccc1OCC(=O)NNC(=O)C(=O)N1CCCC1
  2, -4%, nt, 4
- O=C1c2ccccc2C(=O)N1CCn1nc(Cl)nc1Cl
  -4, 3%, -2%, -29
- Cc1ccc(C)c(N(CC(=O)N/N=C/c2ccc(-c3ccc([N+](=O)[O-])cc3)o2)S(=O)(=O)c2ccccc2)c1
  -5, -11%, ?, ?
- Cc1cc2ncn(C(=O)N3CCCCCC3)c2cc1C
  20, -2%, nt, 26
- COc1ccc(S(=O)(=O)N2CCOC2CNC(=O)C(=O)NCCc2c[nH]c3ccccc23)cc1C (stereo unspecified)
  nt, -3%, nt, 65
- CN(C)S(=O)(=O)c1ccc(N2CCCC2)c(C(=O)NCc2ccccc2)c1
  7, -5%, -7%, ?
- O=C(NC1CCCC1)c1ccccc1-c1ccccc1
  nt, 0%, nt, ?
- CC(=O)C1=C(O)C(=O)N(c2ccc(S(N)(=O)=O)cc2)C1c1ccc([N+](=O)[O-])cc1 (stereo unspecified)
  2, 1%, 23%, 15
- O=C(CCN1CCOCC1)c1ccc2c(c1)OCCO2
  -6, -3%, nt, -11
- S=C(NCc1ccco1)Nc1cc(Cl)c(Cl)cc1Cl
  -5, -13%, nt, ?

A draw from above in order of length of the SMILES, lowest first:
Second line of a record – IMPase inh, ALOX12 inhib, 15-hLO-2 inh, PNC inhibitor
- CC(CN1CCOCC1)C(=O)c1ccccc1 (stereo unspecified)
  -5, 4%, 1%, 58
- COc1ccccc1OCC(=O)NNC(=O)C(=O)N1CCCC1
  2, -4%, nt, 4
- COCC(C)n1c(C)cc(C(=O)CSc2nc3ccccc3c(=O)[nH]2)c1C (stereo unspecified)
  11, -7%, -7%, 36
- CC(=O)C1=C(O)C(=O)N(c2ccc(S(N)(=O)=O)cc2)C1c1ccc([N+](=O)[O-])cc1 (stereo unspecified)
  2, 1%, 23%, 15

Additional compounds follow.
Second line of a record – IMPase inh, ALOX12 inhib, 15-hLO-2 inh, PNC inhibitor
- COc1cc(/C=N/NC(=O)CCN2CCN(C(c3ccccc3)c3ccccc3)CC2)ccc1O
  0, -7%, nt, ?
- N#C/C(=C\N1CCN(Cc2ccc3c(c2)OCO3)CC1)c1nc2ccccc2s1
  9, -19%, 30%, 5
- CCSc1nnc(-c2ccncc2)o1
  -9, 4%, -2%, -18
- O=C(NN1C(=O)C2C3CCC(O3)C2C1=O)c1ccc(Br)o1 (stereo unspecified)
  nt, -2%, nt, 33
- CC(C)N(Cc1nc(-c2ccccc2)no1)C(=O)CN(C)S(=O)(=O)c1ccccc1
  6, -2%, 6%[2.29 µM], ?
- Cn1c(O)c(C(C#N)=C2N=c3ccccc3=N2)c2ccccc21
  0, 5%, -5%, 61
- O=C(CCn1nc(-c2ccccc2)ccc1=O)N1CCCC1
  -17, 4%, 7%[2.29 µM], 21
- COC(=O)c1ccc(NC(=O)CNS(=O)(=O)c2cccs2)cc1
  -1, 11%, 2%, 20
- O=C(N/N=C/c1cc([N+](=O)[O-])ccc1O)C1CCCCC1
  nt, 4%, nt, 48
- CC(C)(C)C(=O)CCN1C(=O)C2(OCCO2)c2ccccc21
  -4, 7%, 0%, 13
- NC(=O)C1(N2CCCCC2)CCN(C2CC(=O)N(Cc3cccs3)C2=O)CC1 (stereo unspecified)
  2, -1%, -3%, 18
- COC(=O)[C@@]1(Cc2ccc(F)cc2)[C@H]2c3cc(C(=O)N(C)C)n(C[C@H](O)CO)c3C[C@H]2CN1C(=O)c1ccccc1
  nt, 0%, nt, 37
- O=C(CN1C(=O)COc2ccccc21)NCc1ccc(C(=O)O)cc1
  -8, 3%, -6%, ?
- CCN(CC)C(=O)C1CCN(Cc2cccc(OCc3ccccc3)c2)CC1
  15, -7%, 6%, 6
- O=C(Nc1ccc(Cl)cc1)Nc1cccnc1
  -3, 5%, 8%, ?
- C/C(=N\Nc1nc(Cl)c(Cl)cc1Cl)c1ccc(S(=O)(=O)NCc2ccco2)cc1
  nt, 0%, nt, -12
- O=C1NC2=C(C(=O)c3ccccc32)C(c2ccccc2)N1 (stereo unspecified)
  0, -7%, 2%, -11
- COC(=O)c1ccc(/C=C/c2ccc3cccc(OC)c3n2)cc1
  ?, -2%, nt, 4
- O=C(CCCNS(=O)(=O)c1cccc2nsnc12)NCc1ccc(Cl)cc1
  0, -4%, -2%, -11
- O=C(CNC(=O)c1ccc(S(=O)(=O)N2CCCC2)cc1)N/N=C/c1ccc(Cl)cc1
  nt, 1%, nt, -6
- COc1ccccc1NC(=O)CNc1ccc(F)c(Cl)c1
  0, -3%, nt, -1
- CC(C)NC[C@H](O)c1ccc2ccccc2c1
  4, 5%, 35%[activator], nt
- N#Cc1ccccc1NC(=O)CSc1nccn1CCc1ccccc1
  -4, -2%, -3%, ?
- Cc1cccc(C(=O)N/N=C/C(C)Cc2ccc3c(c2)OCO3)c1 (stereo unspecified)
  nt, -8%, nt, 4
- O=c1[nH]cnc2scc(-c3ccc(F)cc3)c12
  1, -3%, -6%, ?
- CC(=O)c1cc(OC(=O)c2ccncc2)ccc1OC(=O)c1ccncc1
  0, -3%, 9%[2.29 µM], 1
- O=C(NCCCNC(=O)C(F)(F)C(F)F)C(F)(F)C(F)F
  -17, 0%, -12%, -13
- CC(NC(=O)c1ccco1)c1ccc2c(c1)OCCO2 (stereo unspecified)
  7, -2%, nt, -3
- COc1ccc(NC(=O)Nc2ccc(F)cc2F)c(C)c1
  -5, 10%, -1%, 68
- CCc1cc(C(=O)OC)c(NC(=O)CCC(=O)O)s1
  -2, 0%, 7%, -27
- Cc1ccc2nc(C)c(C(=O)N/N=C/c3cccs3)cc2c1
  nt, 0%, nt, ?
- COCCN1Cc2cccc(C(=O)Nc3cc(C)cc(C)c3)c2C1=O
  7, -3%, 4%, -85*
- CC/C(C)=N/NC(=S)NCc1ccco1
  nt, -7%, nt, ?
- Fc1ccc(CNCc2ccc(Br)cc2)cc1
  nt, 0%, nt, -24
- O=C(O)c1ccc(NC(CSCc2ccc(F)cc2)C(=O)O)c([N+](=O)[O-])c1 (stereo unspecified)
  -2, -3%, -9%, ?
- C#CCOCCOCCOCCNc1nc(N2CCN(C(=O)[C@H]([C@@H](C)CC)n3cc(CCCN=C(N)N)nn3)CC2)nc(N2CCN(C(=O)[C@H](CCCCN)n3cc(CCC(=O)O)nn3)CC2)n1
  nt, 2%, nt, ?
- CCOC(=O)CNC(=O)c1sc2nc(C)cc(C)c2c1N
  -18, -1%, 0%, 39
- Cc1cc(C)cc([N+](=O)[O-])c1
  nt, 1%, 1%, nt
- N#CCc1c(C#N)c(N)nc(N2CCN(S(=O)(=O)c3ccccc3)CC2)c1C#N
  -5, -1%, nt, 12
- COC(=O)N1CCC2(CC1)CN(C(=O)Nc1cccc(C#N)c1)C2
  nt, 10%, 5%, nt
- COC(=O)C1=C(C)N(Cc2ccco2)C(=O)N[C@H]1c1cccc(C(F)(F)F)c1
  nt, -3%, nt, 16
- O=C(CSc1nnc2c3ccccc3c3ccccc3c2n1)Nc1ccccc1F
  0, -14%, ?, 24
